Autophagy mod – autophagy modulators in MEF cells, primary screen, imaging, high-content, MEF GFP-LC3 | MEF GFP-LC3 puncta imaging; test concentration mostly 10 µM | calls only at 10 µM (by protocol) | 190,000 tested, 0.98% active;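 active means percentage of spot-positive cells more than 3 SD above its plate mean, without a fluorescence outlier flag or 80% toxicity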;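 further: spot-positive cell cutoff set from DMSO-treated cells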
MT stabilizer – microtubule stabilizers in HeLa cells, primary screen, imaging, high-content imaging; HeLa tubulin immunostaining HCS, 24 h; share of cells brighter than vehicle mean+2SD; % tubulin-high responders, % at 10 µM; 200,000 tested, 0.83% active; AID 2205, 2009;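 active means plate Z-score above 3 for both tubulin-high and condensed-nucleus cell shares, with cell loss under 80%, at 10 µM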;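 further: anti alpha tubulin signal scored within the nucleus-defined area of each cell; some results filed as inactive read as strong as hits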
Dynein cargo inh – inhibitors of GR-EGFP nuclear translocation, primary screen, dynein cargo transport inhibitor project, imaging, high-content, 3617.4 mouse cells; test concentration mostly 20 µM; stimulated with dexamethasone, 1 µM; stronger effect = lower value; z-score, hits read low; 220,000 tested, 0.47% active;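 active means plate z-score of nuclear minus cytoplasmic receptor signal below a set negative limit, without overly bright fluorescence or cell loss, cut at about -3.5 in these data, passing the limit was not always enough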;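 further: z-score of nuclear minus cytoplasmic ring GR-EGFP intensity difference per well; some compounds called inactive have numbers as strong as hits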
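Schedule: 48 h induction, then 1 h compound, then 30 min agonist, 37 °C. Buffer or medium: tetracycline-free induction medium containing charcoal-stripped FBS. Reagent: 1.0 µM final dexamethasone stimulus. Evaluation: nuclear versus cytoplasmic GR-EGFP signal, averaged per well. Signal: high-content fluorescence imaging after fixation.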
Ins promoter up – insulin promoter activators in MIN6 cells, imaging, high-content screening, mouse beta cells | z-score at 5 µM | AID 1625, 2009 | 190,000 tested, 0.3% active | MIN6 insulin promoter-GFP reporter; stronger effect = higher value;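 active means z-score above 3 at 5 µM with at least 500 cells counted in the well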
PhoP inhibition – inhibitors of PhoP regulon expression, primary screen, Salmonella Typhimurium, GFP reporter (AID 1863); one-dose inhibition, % at 50 µM; IC50 in µM for titrated hits; S. Typhimurium PhoP-regulated promoter GFP reporter, 4 h; higher % means a stronger effect; 300,000 tested, 0.16% active;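 active means inhibition over 29.93%, a cutoff 3 SD above the screen mean, later confirmed by dose response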;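 further: 0% = low Mg2+ inducing control and 100% = high Mg2+ repressing control; strong numbers were not always called active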
T cell HTS – modulators of CD8 T cell-vesicle binding, primary screen, mouse 2C CD8+ T cells, flow cytometry; 330,000 tested, 0.068% active; AID 2052, 2009; calls only at 7 µM; 2C CD8+ T cell-vesicle binding; stronger effect = lower value;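 active means response, share of CD8 T cells binding vesicles, and their 90th percentile fluorescence all below set limits, cut at about 80% in these data, passing the limit was not always enough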
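Assay system – 2C mouse CD8+ T cells · Also added – QL9-loaded Drosophila micro-vesicles · Timing – Cell–vesicle co-incubation 1.5 h at 37 °C, staining 20 min on ice · Signal – flow cytometry of vesicle-bound cells · Measure – percent CD8+ FL2 mean versus row control · Controls – Peptide-free naked vesicles (low) and QL9 vesicles with 0.7% DMSO vehicle (high)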
Hep lipid drop – inhibitors of hepatocyte lipid droplet formation, primary screen, imaging, high-throughput imaging, BODIPY stain; AML12 mouse hepatocytes, oleate lipid droplets; inhibition, % at 6.5 µM; 240,000 tested, 0.4% active; AID 1656, 2009;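 active means lipid droplet intensity inhibited by at least 50%, with more than 500 cells counted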
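Assay system: AML12 mouse liver cells | Compound dosing: One dose, 6.5 µM compound | Read-out basis: Droplet intensity reduction, % inhibition | Measured by: Fluorescence imaging, 20x objective, two fields per well | Schedule: Overnight treatment with compound plus oleate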
ER stress rescue – rescue of cells from ER stress-induced death, primary screen, 384-well, CSM14.1, thapsigargin, ATP luminescence (AID 1222); 190,000 tested, under 10 active; CSM14.1 thapsigargin-induced death rescue, ATP luminescence; higher % means a stronger effect; cellular ATP content (survival), % at 20 µM; hits with a dose series show EC50 in µM;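 active means EC50 below 50 µM in the dose-response confirmation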;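 further: death triggered by thapsigargin at about 15 µM added after 2 h compound pretreatment; cell ATP read after overnight thapsigargin exposure of roughly 18 to 22 hours; normalized against plate controls of thapsigargin alone and 5% DMSO vehicle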
bCat nuc transl – modulators of beta-catenin nuclear translocation, primary screen, imaging, HeLa cells, immunofluorescence, high-content. nuclear translocation activity, % at 5 µM. AID 1665, 2009. 190,000 tested, 0.3% active;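 active means nuclear translocation activity above 50% at 5 µM, with a well cell count of 50 or more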;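 further: per-cell ratio of nuclear to cytoplasmic median beta-catenin stain intensity; plate controls were DMSO negative control for no effect and GSK-3 inhibitor IX positive control for full effect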
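Test system: human HeLa cell line; Doses: 5 µM primary, 0.02–20 µM confirmation; Incubation: 24 h compound exposure, 37°C; Detection: beta-catenin immunofluorescence imaging with DAPI; Read-out: beta-catenin nuclear/cytoplasmic ratio, % activation.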
Dynein cargo inh cytoplasmic EGFP – recorded beside Dynein cargo inh, whose call it bears; z-score; measured here: cytoplasmic GR-EGFP intensity; stronger effect = higher value
Dynein cargo inh nuclear GR-EGFP – recorded beside Dynein cargo inh, whose call it bears; z-score; measured here: nuclear GR-EGFP intensity;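 lower value marks the stronger effect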
Dynein cargo inh cell count – further read-out of Dynein cargo inh, marked with its call; z-score; measured here: cell count per field
Ins promoter up cell count – recorded beside Ins promoter up, whose call it bears; cell count; measured here: cytotoxicity, nuclei count;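 total cells summed across four imaged fields per well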
Hep lipid drop cells 6.5 µM – further read-out of Hep lipid drop, marked with its call; cell count; measured here: cell count, cytotoxicity flag;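 cells counted across two imaged fields per well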
bCat nuc transl cell count 5 µM – second read-out of bCat nuc transl, no call of its own (marks repeat the call); cell count; measured here: cell count, cytotoxicity flag
T cell HTS vesicle-bound % – second read-out of T cell HTS, no call of its own (marks repeat the call); double positive events, %; measured here: CD8+ vesicle-bound cell fraction;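 binding gate set so that unloaded-vesicle control wells show 10% double positive cells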
MT stabilizer Hoechst-high % – second read-out of MT stabilizer, no call of its own (marks repeat the call); % Hoechst-high responders; measured here: nuclear condensation Hoechst responders;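 share of cells brighter than vehicle mean plus two SD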
MT stabilizer cytotoxicity % – second read-out of MT stabilizer, no call of its own (marks repeat the call); toxicity, %; measured here: cytotoxicity by cell density;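 0% = mean cell density of plate MIN control wells and 100% = no cells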
Autophagy mod cell loss 18 h – also measured in Autophagy mod; calls as there; toxicity, %; measured here: cell loss, nuclei count;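 cell loss after 18 h compound exposure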
Active calls of the source: *; i = inactive; · = no result given.

cpd	Compound	Autophagy mod	Autophagy mod cell loss 18 h	MT stabilizer	MT stabilizer Hoechst-high %	MT stabilizer cytotoxicity %	Dynein cargo inh	Dynein cargo inh cytoplasmic EGFP	Dynein cargo inh nuclear GR-EGFP	Dynein cargo inh cell count	Ins promoter up	Ins promoter up cell count	PhoP inhibition	T cell HTS	T cell HTS vesicle-bound %	Hep lipid drop	Hep lipid drop cells 6.5 µM	ER stress rescue	bCat nuc transl	bCat nuc transl cell count 5 µM
1	O=C(NCc1ccc2c(c1)OCO2)NC1CCCCC1	i	7	4.1	1.8	3.1	-0.76	-0.15	-0.24	0.53	-1.2	1383	-10%	i	20	11	705	1.6%	2.5	966
2	O=C(c1ccco1)N1CCCC(c2nc(-c3ccc(S(=O)(=O)NCc4ccccc4)cc3)no2)C1 (stereo unspecified)	i	0	3.7	2.9	14	0.6	-0.14	0.48	-0.43	·	·	-8%	i	35	-34	709	0.2%	-1.2	1174
3	Cc1cc(-n2cnc3c(=O)[nH]cnc32)ccc1N	·	·	·	·	·	0.45	-0.19	0.26	-0.54	-0.1	1374	-4%	i	48	1	743	·	-4.7	1181
4	COc1cc(NC(=O)c2cc(C)nc3ccccc23)cc(OC)c1	i	11	5.3	1.6	5.3	-0.34	-0.35	-0.46	0.12	-0.4	1300	5%	i	56	13	679	-0.7%	0.4	1110
5	CC(=O)Nc1ccc(S(=O)(=O)C(C#N)c2nc3ccccc3nc2NCCCO)cc1 (stereo unspecified)	·	·	·	·	·	0.31	-0.28	0.16	0.34	0.26	1387	-6%	i	21	-5	624	·	-3.2	1163
6	Cc1nc(N2CCC(C(N)=O)CC2)c2c(-c3cccs3)csc2n1	i	-3	3.0	2.1	8.0	-0.79	-0.33	-0.37	0.66	·	·	4%	i	24	15	755	-2.2%	-1.0	1056
7	O=C(Nc1ccc(Cl)c(S(=O)(=O)N2CCOCC2)c1)c1cn2ccccc2n1	i	7	1.8	2.0	3.6	-0.87	-0.38	-0.77	0.34	-1.9	1486	-12%	i	4	11	679	1.6%	-2.3	1110
8	N#C/C(C(=O)NCc1ccco1)=C1/SC(Cc2ccc(Cl)cc2)C(=O)N1c1ccccc1 (stereo unspecified)	i	1	2.5	1.4	3.8	-0.69	-0.075	-0.56	0.67	·	·	4%	i	35	-16	775	-2.3%	-0.1	496
9	Cc1scc(C(=O)N2CCN(S(C)(=O)=O)CC2)c1-c1ccccc1	i	30	3.4	1.8	4.5	0.094	-0.21	-0.043	0.85	0.52	1321	-9%	i	53	0	740	0.1%	-0.5	1027
10	NC(=O)C1CCN(C(=O)CSCc2ccccc2Cl)CC1	i	1	2.2	1.6	12	-0.45	-0.33	0.076	0.24	0.61	1772	-1%	i	54	·	·	0.0%	-1.7	1420
11	COc1ccc(S(=O)(=O)NCCCCC(=O)O)cc1C(=O)O	i	7	2.4	2.0	4.2	-0.17	-0.31	0.16	0.51	-0.57	1264	-3%	i	33	18	695	-1.6%	-1.4	1130
12	Cc1nc(SC(C)C)[nH]c(=O)c1Cc1ccccc1	i	13	1.7	1.4	9.5	-0.72	-0.14	-0.3	0.81	0.98	1237	4%	i	21	·	·	1.2%	-3.7	830
13	NS(=O)(=O)c1ccc(CCNC(=O)CSc2ccsc2[N+](=O)[O-])cc1	i	20	1.8	2.6	1.8	-0.3	-0.16	-0.083	0.49	-1.2	1287	5%	i	34	·	·	-2.3%	-0.2	1172
14	Cc1ccc(OCCCn2cc(C#N)c3ccccc32)cc1	i	-4	2.6	2.2	1.6	0.45	-0.25	0.13	0.29	·	·	0%	i	16	0	669	0.0%	14	243
15	Cc1cccc(NC(=O)c2ccc(S(=O)(=O)N(C)C)cc2)c1	i	3	3.5	4.6	6.2	-1.2	0.56	-0.45	0.27	0.03	1935	-1%	i	34	-16	635	-2.6%	-0.3	1087
16	Cc1ccc(SCc2cn3ccccc3n2)cc1	·	·	·	·	·	0.61	-0.19	0.32	-0.8	-0.61	1097	9%	i	26	-10	741	·	-0.7	1380

Some of these compounds in order of their number in T cell HTS vesicle-bound %, descending.
No. | SMILES | MT stabilizer Hoechst-high % | Dynein cargo inh | Dynein cargo inh cytoplasmic EGFP | Dynein cargo inh nuclear GR-EGFP | Dynein cargo inh cell count | PhoP inhibition | T cell HTS | T cell HTS vesicle-bound %
9 | Cc1scc(C(=O)N2CCN(S(C)(=O)=O)CC2)c1-c1ccccc1 | 1.8 | 0.094 | -0.21 | -0.043 | 0.85 | -9% | i | 53
13 | NS(=O)(=O)c1ccc(CCNC(=O)CSc2ccsc2[N+](=O)[O-])cc1 | 2.6 | -0.3 | -0.16 | -0.083 | 0.49 | 5% | i | 34
14 | Cc1ccc(OCCCn2cc(C#N)c3ccccc32)cc1 | 2.2 | 0.45 | -0.25 | 0.13 | 0.29 | 0% | i | 16

Other compounds
cpd	Compound	Autophagy mod	Autophagy mod cell loss 18 h	MT stabilizer	MT stabilizer Hoechst-high %	MT stabilizer cytotoxicity %	Dynein cargo inh	Dynein cargo inh cytoplasmic EGFP	Dynein cargo inh nuclear GR-EGFP	Dynein cargo inh cell count	Ins promoter up	Ins promoter up cell count	PhoP inhibition	T cell HTS	T cell HTS vesicle-bound %	Hep lipid drop	Hep lipid drop cells 6.5 µM	ER stress rescue	bCat nuc transl	bCat nuc transl cell count 5 µM
17	CNC(=S)NNC(=O)c1ccc(=O)n(Cc2ccc(Cl)cc2Cl)c1	i	9	4.1	1.1	4.7	1.4	0.015	1.2	-1.9	·	·	0%	i	62	-8	679	0.7%	-2.1	883
18	O=S(=O)(c1ccc(Oc2ccc(Cl)cc2)c(S(=O)(=O)N2CCCCC2)c1)N1CCCCC1	i	0	3.9	2.1	4.9	-1	-0.23	-1.2	-0.15	-1.8	1562	9%	i	49	·	·	-0.2%	1.6	1428
19	COc1ccccc1CNC(=O)c1ccc(-c2ccccc2)cc1	i	-2	3.8	2.4	5.4	-0.11	-0.28	-0.15	0.29	0.23	1406	-9%	i	50	-15	648	-1.9%	-1.7	1153
20	CC(C)c1cc(C(=O)N/N=C/C=C/c2ccccc2)n[nH]1	i	-14	2.8	2.7	0.0	0.087	-0.29	0.32	-0.064	-0.02	1306	-7%	i	54	-15	630	3.5%	-0.9	1123
21	N#CC(C(=O)Nc1cccc(Cl)c1)=C1Nc2ccccc2N1	i	-4	1.9	1.4	2.4	-1.2	-0.18	-0.61	0.12	0.08	1272	-3%	i	49	-2	713	0.7%	4.8	1036
22	COc1ccc(NC(=O)c2ccc3nccnc3c2)cc1	i	-1	3.0	1.4	5.8	0.77	-0.25	0.27	-0.11	·	·	0%	i	27	-10	755	-3.7%	1.1	1065
23	CCOC(=O)Cc1csc(NS(=O)(=O)c2ccc3ccccc3c2)n1	i	9	1.3	2.7	14	0.66	-0.27	0.17	-0.7	-0.25	1169	-8%	i	54	8	710	-2.0%	1.1	879
24	CCOC(=O)c1c(-c2ccco2)csc1NC(=O)CSc1nnc(N)s1	i	-4	3.9	1.3	3.4	0.023	-0.1	-0.75	0.26	-0.78	1451	-2%	i	21	·	·	-0.7%	3.5	1266
25	CC(c1ccco1)N(C(=O)COc1ccccc1[N+](=O)[O-])c1ccccn1 (stereo unspecified)	i	-7	1.1	1.5	6.3	0.24	-0.32	0.17	0.63	-0.88	1244	-4%	i	38	-3	747	-1.2%	-0.2	1196
26	CNC(=O)Nc1cccc(C(F)(F)F)c1	i	2	3.3	2.1	4.9	-0.46	-0.21	-0.51	1.1	0.54	1050	-4%	i	42	-10	761	-1.4%	-3.3	1306
27	COc1ccc2nc(/C(C#N)=C\c3ccc(C(=O)O)cc3)[nH]c2c1	i	-14	4.4	2.5	4.5	0.24	-0.041	0.28	0.17	·	·	-9%	i	66	1	714	-2.4%	1.0	1148
28	Clc1ccc(-c2nc(Cc3ccccc3)no2)cc1	i	-4	0.6	0.6	12	0.098	0.095	-0.077	-0.066	0.82	703	-3%	i	43	-1	750	-0.5%	·	·
29	Cc1onc(-c2ccccc2)c1C(=O)Nc1sc2c(c1C#N)CCC2	i	5	20*	14*	61*	-0.28	-0.2	0.69	0.45	-0.06	1894	-12%	i	42	2	720	-1.6%	0.9	1026
30	CCC(=O)Nc1ccc(C(=O)Nc2ccc(Br)cc2F)cc1	i	-22	4.3	1.3	0.9	0.39	-0.27	-0.017	0.29	-0.86	1602	-5%	i	61	-3	741	0.5%	4.6	873
31	OCCC1CN(Cc2cccc3c2OCO3)CCN1Cc1ccccc1 (stereo unspecified)	i	21	2.6	1.8	3.3	-0.69	0.38	-0.08	0.56	-0.17	1508	-11%	i	17	2	712	-2.5%	-1.2	1029
32	Cc1oc(-c2cccc(F)c2)nc1CN(Cc1ccccc1)C[C@@H]1CCC(=O)N1	i	5	1.7	1.0	6.2	2.4	0.69	1.8	-2.2	-1.2	1203	-3%	i	51	8	712	2.7%	3.6	1026
